Cardio protect = modulators protecting cardiomyocytes from myocardial damage; protection from H2O2 cell death, % at 20 µM; H9c2 cardiomyocytes, H2O2 injury protection, ATPLite, 2 h; 360,000 compounds, 0.63% hits;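 active = compounds giving at least 50% protection of heart cells from peroxide-induced death in the single-dose screen, raw or plate-pattern-corrected value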;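 also: 0% = DMSO wells with peroxide and 100% = DMSO wells without peroxide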
Glyco luc inh = blocks N-linked glycosylation in D54 reporter cells; D54 ERlucT glycosylation luciferase reporter, 24 h; percent of 100 nM tunicamycin response; reporter increase, % at 12.5 µM; 360,000 compounds, 0.23% hits;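 active = mean luciferase reporter signal, scaled so untreated is 0 and the glycosylation-blocking control 100, at or above a set limit in every replicate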;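 also: luciferase carries N-glycosylation sites so blocking glycosylation raises the light; 0% = median of neutral control wells and 100% = median of 100 nM tunicamycin wells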
MC4R antagonist = antagonists of human melanocortin 4 receptor (MC4R). P32245. MC4R-expressing cells, MTII-stimulated cAMP, LANCE TR-FRET. inhibition, % at 6.5 µM. 360,000 compounds, 0.48% hits. AID 540295;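 active = inhibition above its plate's cutoff, the mean of tested wells on that plate plus 3 SD, cut at about 29% in these data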;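 also: 0% = Melanotan II alone and 100% = Melanotan II plus saturating MCL0020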
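Material: human MC4R-expressing U2OS cells. Probe or stimulus: Melanotan II challenge. Dosing: 6.5 µM single dose. Times: 30-min compound, 1-h challenge, 1-h detection, room temperature. Technique: TR-FRET with Eu-cAMP and labeled anti-cAMP, 671 nm. Replication: singlicate.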
m5-HT2A agonist = agonists of mouse serotonin 5-HT2A receptor (HTR2A); P35363; CHO-K1 mHTR2A beta-arrestin complementation, luminescence; percent of 30 µM serotonin response; activation, % at 7.6 µM; 360,000 compounds, 0.66% hits; AID 624169;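 active = activation above a run cutoff, the mean activation of all tested compounds plus 3 SD, cut at about 14% in these data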;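 also: 0% = plate median of compound wells and 100% = 30 µM serotonin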
Target sequence (P35363 whole entry, looked up): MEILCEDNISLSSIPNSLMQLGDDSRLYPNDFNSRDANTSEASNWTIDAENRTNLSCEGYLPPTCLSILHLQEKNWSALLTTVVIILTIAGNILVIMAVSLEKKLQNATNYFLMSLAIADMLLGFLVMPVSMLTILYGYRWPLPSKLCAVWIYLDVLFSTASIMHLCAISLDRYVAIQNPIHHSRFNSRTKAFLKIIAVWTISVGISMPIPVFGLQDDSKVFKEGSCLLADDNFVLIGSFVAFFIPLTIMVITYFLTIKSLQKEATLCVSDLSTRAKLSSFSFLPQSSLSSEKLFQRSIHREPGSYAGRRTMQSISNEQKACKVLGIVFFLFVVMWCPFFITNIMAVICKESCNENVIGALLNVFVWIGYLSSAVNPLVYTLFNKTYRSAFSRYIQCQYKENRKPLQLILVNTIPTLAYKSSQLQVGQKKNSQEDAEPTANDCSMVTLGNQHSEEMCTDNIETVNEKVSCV
CaV13 FRET inh = Disruptors of the CACNA1D IQ motif to Ca2+-dependent inactivation inhibitor domain association, primary screening, Förster resonance energy transfer in intact living …; HEK cells, CFP/YFP FRET ICDI-IQ, plate reader, 10 min; percent FRET-ratio fall versus neutral wells; AID 743397; inhibition, % at 12.3 µM; 340,000 compounds, 0.098% hits;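 active = mean replicate inhibition of at least 30% and at least 1% of replicates passing that level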;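 also: 0% = median of the neutral control wells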
Granule exo inh = blocks lytic granule exocytosis; 360,000 compounds, 0.66% hits; TALL-104 LAMP-1 surface exposure, flow cytometry; cells stimulated with thapsigargin and PMA; inhibition, % at 10 µM;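 active = inhibition above about 55%, limit read from the data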
ABHD5-PLIN5 inh = ABHD5-PLIN5 protein interaction inhibition; Q00G26+Q8WTS1; Split G. princeps luciferase complementation, luminescence, 4 h; 360,000 compounds, 0.78% hits; inhibition, % at 4 µM;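 active = inhibition above the mean inhibition across every tested compound plus 3 SD, cut at about 22% in these data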;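 also: 0% = DMSO only wells and the 100% control is not disclosed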
PDI inh = PDI (human) enzyme inhibition. P07237. PDI insulin aggregation turbidity, A650, 90 min. inhibition, % at 10 µM. 350,000 compounds, 0.052% hits. AID 588391;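 active = mean inhibition across replicates of 30% or more, whatever share of single replicates reach that level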;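 also: absorbance from insulin aggregation driven by PDI reduction with DTT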
Target sequence (P07237 whole entry, looked up): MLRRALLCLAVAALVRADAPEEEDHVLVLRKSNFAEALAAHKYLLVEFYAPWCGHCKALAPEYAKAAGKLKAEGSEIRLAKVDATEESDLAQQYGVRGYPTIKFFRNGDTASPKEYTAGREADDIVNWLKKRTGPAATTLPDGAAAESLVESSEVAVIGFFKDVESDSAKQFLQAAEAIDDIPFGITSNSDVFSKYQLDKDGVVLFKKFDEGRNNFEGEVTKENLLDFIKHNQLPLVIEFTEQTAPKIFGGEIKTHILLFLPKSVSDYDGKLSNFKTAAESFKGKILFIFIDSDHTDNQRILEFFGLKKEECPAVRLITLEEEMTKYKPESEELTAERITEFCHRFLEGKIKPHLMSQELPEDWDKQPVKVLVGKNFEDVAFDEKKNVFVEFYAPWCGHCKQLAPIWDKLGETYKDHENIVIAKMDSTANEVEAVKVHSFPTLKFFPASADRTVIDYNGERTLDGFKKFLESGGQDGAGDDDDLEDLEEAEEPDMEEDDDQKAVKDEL
MC4R barr agon = agonists of human melanocortin 4 receptor (MC4R) beta-arrestin; P32245; U2OS MC4R beta-arrestin complementation, luminescence; percent of melanotan II response, DMSO zero; activation, % at 8.9 µM; 360,000 compounds, 0.98% hits; AID 540308;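 active = activation above a per-plate cutoff, the mean activation of sample wells on that plate plus 3 SD, cut at about 8% in these data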
ABCB6 inh MLPCN = inhibitors of human ABC transporter ABCB6; 360,000 compounds, 0.19% hits; Q9NP58; K562-ABCB6 porphyrin accumulation, flow cytometry, 1 h; hits give low values; fluorescence ratio to DMSO, % at 10 µM;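 active = fluorescence ratio to DMSO below 75%, the collection mean minus 3 SD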;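 also: signal is porphyrin accumulated inside mitochondria; 100% equals median channel fluorescence of DMSO control wells; lower ratio means ABCB6 inhibition with less porphyrin fluorescence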
An asterisk follows results filed as active; x = not tested or not shown; + = active, no number; & = joins results of further samples.

SMILES	Cardio protect	Glyco luc inh	MC4R antagonist	m5-HT2A agonist	CaV13 FRET inh	Granule exo inh	ABHD5-PLIN5 inh	PDI inh	MC4R barr agon	ABCB6 inh MLPCN
Cc1cc(-c2nc3cccnc3s2)ccc1NS(=O)(=O)c1cccs1	-6	-3	17	-5	+	-1	-1	x	1.3	113
CC(=O)c1c(COC(=O)c2cccnc2)nc2ccccc2[n+]1[O-]	4	0	5	2	x	-1	-3	5	-0.6	99
CCNC(=O)COC(=O)/C=C/c1cccc(F)c1	5	1	1	-2	-5	-16	-5	-2	-5.6	98
COc1ccc(NC(=O)CSc2nc(=O)n(CCN(C)C)c3c2CCCC3)cc1	1	-2	4	0	-15	14	8	1	-2.9	99
COc1ccc(NC(=O)c2cnn3c(C(F)(F)F)cc(-c4ccco4)nc23)cc1OC	46	0	-4	8	x	-1	13	-8	1.2	100
COc1ccc(S(=O)(=O)N2CCC[C@H]2C(=O)N2CCC[C@H]2C(=O)NCc2ccc(F)cc2F)cc1C	x	x	x	-1	-6	-6	-4	x	x	97
CCOc1ccccc1NC(=O)C(OC(=O)c1ccc(NC(=O)CC#N)cc1)c1ccccc1 (centres undefined)	13	3	4	-4	-7	-5	-15	4	-6.0	87
O=C(NC1(C(F)(F)F)NC(=O)N(Cc2cccnc2)C1=O)c1cccs1 (centres undefined)	0	0	2	5	-7	-2	-2	-5	0.2	91
COCCNS(=O)(=O)c1cc2[nH]c3c(c2cc1C)C(=O)CC(C)(C)C3	-4	0	0	-5	-3	-11	-1	-4	-1.0	98
CCCC(=O)NC(=S)Nc1cccc(NC(=O)c2ccccc2)c1	0	0	0	1	-4	2	-2	9	1.4	95
CN(C)C(=S)NCc1ccccc1	-5	1	10	3	-6	-6	2	-2	0.0	101
Cc1ccc(OCC(=O)NNC(=O)C2CSC3(C)CCC(=O)N23)cc1 (centres undefined)	5	2	1	4	-7	-2	4	4	-2.4	99
CCOC(=O)NC(=O)CSc1ccccn1	6	0	7	7	-7	-4	-3	13	-1.6	95
CC(NC(=O)c1ccc(Cn2cc([N+](=O)[O-])cn2)o1)c1ccccc1 (centres undefined)	14	-2	13	4	-5	-4	5	-16	-2.7	88
CC(=O)Nc1ccc(OCCOc2ccc(/C=C3\C(=N)N4N=C(C)SC4=NC3=O)cc2)cc1	0	4	4	5	-20	-3	-5	1	-2.1	99
COc1cc2ccc(=O)oc2c(O[C@@H]2O[C@H](CO)[C@@H](O)[C@H](O)[C@H]2O)c1O	-2&2	1&-1	2&4	-1&3	0&6	6&9	4&5	2&13	-0.3&-0.8	96&96
CN(c1ccccc1)S(=O)(=O)c1ccc(Cl)c(C(=O)NCc2ccccc2CN2CCCC2)c1	2	-3	4	-8	-4	-3	0	-4	-0.4	103
NS(=O)(=O)c1ccc(SCc2ccccc2)nc1	-5	-4	1	-1	-19	-2	2	-12	-1.9	95
Cc1ccc(/C=N/N(C)S(=O)(=O)c2ccc(C)cc2)cc1	-14	-2	3	-4	-19	3	-10	-8	-2.2	90
C/C(=N/NC(N)=S)c1ccc(Br)s1	-4	1	-12	-1	-6	-2	-7	-3	-1.3	97
O=C(NCc1ccco1)c1ccccc1NS(=O)(=O)c1ccc(Br)s1	-18	2	20	-7	-5	0	-1	-3	-0.3	95
Cc1ccccc1C1N=C2Oc3ccccc3C=C2C(=O)N1 (centres undefined)	-2	5	x	1	-9	-7	14	x	x	95
COc1cc2c(cc1OC)C(c1cc3cc(OC)c(OC)cc3[nH]c1=O)N(C(=O)C1CC1)CC2 (centres undefined)	4	3	0	-3	-3	0	-18	-2	-1.7	104
CCN(CC)c1ccc(NC(=O)CCNC(=O)c2ccco2)cc1	8	7	-6	1	2	-1	-2	-11	-2.8	102
CCNC(=S)NNC(=O)CSc1nc2ccccc2n1C	8	1	0	-6	-21	-2	-19	-1	-1.4	97

3 compounds out of the list above, sorted by the number in m5-HT2A agonist, rising.
Compound | m5-HT2A agonist
O=C(NCc1ccco1)c1ccccc1NS(=O)(=O)c1ccc(Br)s1 | -7
COc1ccc(S(=O)(=O)N2CCC[C@H]2C(=O)N2CCC[C@H]2C(=O)NCc2ccc(F)cc2F)cc1C | -1
CC(=O)Nc1ccc(OCCOc2ccc(/C=C3\C(=N)N4N=C(C)SC4=NC3=O)cc2)cc1 | 5

The list goes on:
SMILES	Cardio protect	Glyco luc inh	MC4R antagonist	m5-HT2A agonist	CaV13 FRET inh	Granule exo inh	ABHD5-PLIN5 inh	PDI inh	MC4R barr agon	ABCB6 inh MLPCN
O=C(Oc1cccc(C(=S)N2CCOCC2)c1)c1cccc([N+](=O)[O-])c1	7	0	15	2	-4	-1	-7	-4	-1.9	110
CCCn1nc(NC(=O)c2ccco2)c2cc3cc(C)ccc3nc21	2	4	-4	6	-1	1	3	-3	-0.8	100
CCCCc1c(C(=O)O)cc(OC)cc1C(=O)O	-10	0	1	-3	x	1	2	-7	-0.9	94
CC1CCCCN1CCCNC(=O)c1ccc2nc(N3CCCCC3)sc2c1 (centres undefined)	1	0	5	17*	-8	-4	6	12	-2.0	102
CCOc1cc2[nH]c(=O)n(CC3CCC(C(=O)NCCCOC)CC3)c(=O)c2cc1OCC (centres undefined)	-1	2	6	3	-4	-2	6	0	2.3	94
CC(=O)C1C(C)CC2C3CCC4CC(=O)CCC4(C)C3CCC21C (centres undefined)	-7	-1	10	-2	-5	-1	-6	-10	-0.1	100
CC(Oc1ccccc1)C(=O)N1CCc2ccccc2C1 (centres undefined)	-1	-1	19	1	-20	-2	-6	0	0.4	95
CCOc1ccc(NC(=O)CSc2nnc(-c3ccccn3)n2N)cc1	5	0	2	2	-6	-1	2	-4	-0.3	97
CC(C)CNC(=O)C1C(=O)Nc2ccccc2C(=O)N1C(C)(C)C (centres undefined)	x	x	x	-3	-8	-4	3	x	x	x
CC(C)(C)c1cc(CN2CCCC(O)C2)c(O)c(C(C)(C)C)c1 (centres undefined)	-9	-5	3	6	-9	5	-12	3	3.3	102
COC(=O)CSc1nnc(-c2ccc(S(=O)(=O)N3CCCC3)cc2)n1C	9	3	5	2	-6	-4	-1	-9	-1.5	101
COc1cccc(N2CCN(C3CC(=O)N(c4ccc(Cl)c(Cl)c4)C3=O)CC2)c1 (centres undefined)	2	0	-1	-2	x	0	-1	6	0.8	93
CC(C)n1c(O)c(/C=C2\C=Nc3ccccc32)sc1=Nc1ccccc1	-9	-1	-4	5	-7	0	-3	10	13*	100
COCCCNc1oc(/C=C/c2ccccc2)nc1C#N	-7	-10	5	-9	-3	-13	1	10	-0.8	96
COc1cccc(NC(=O)C(c2ccccc2)N2CCN(c3ccccn3)CC2)c1 (centres undefined)	9	-4	2	-3	-3	-2	5	1	1.8	95
O=C(/C=C/c1ccccc1)Oc1cccc2cccnc12	-2	0	-7	-3	-5	7	0	4	0.0	105
N=c1n(CCCOc2ccccc2Cl)c2ccccc2n1CC(N)=O	1	-6	6	-9	-4	-6	13	-1	1.0	101
COc1cccc(-c2nn(-c3ccccc3)cc2/C=C(/NC(=O)c2ccccc2)C(=O)O)c1	0	2	14	-2	-6	-1	4	-4	4.7	99
COc1cc2c(cc1OC)CN(C(=O)c1cc(S(=O)(=O)N3CCCCC3)ccc1Cl)CC2	2	-1	10	-3	-7	-2	6	-1	-1.0	94
COC(=O)/C(C#N)=C/c1c(Oc2cc(C)cc(C)c2)nc2ccccn2c1=O	5	7	6	-2	-4	-1	4	-5	0.7	97
COc1ccc(/C=C/C(=O)Nc2nc(C)cc(C)n2)cc1OC	3	1	1	-1	0	0	-1	3	0.1	90
CC(=O)Nc1ccc(NC(=O)C2CCCN(c3ncccn3)C2)cc1 (centres undefined)	10	2	-2	-2	-3	-2	-2	-6	-0.5	97
COc1ccc(NC(=O)C2OC3OC(C)(C)OC3C3OC(C)(C)OC23)cc1 (centres undefined)	-2	2	-1	8	-4	0	9	-5	-2.0	97
CCC1Sc2ccc(S(=O)(=O)CCC(=O)NCc3ccc(C)o3)cc2NC1=O (centres undefined)	-2	0	-2	-2	-2	-1	0	-8	-1.6	101
O=C(CN1CCN(S(=O)(=O)c2ccc(F)cc2)CC1)Nc1ccc2c(c1)OCO2	-20	-2	5	-2	1	-1	-3	-7	-1.1	94

The list goes on.
SMILES	Cardio protect	Glyco luc inh	MC4R antagonist	m5-HT2A agonist	CaV13 FRET inh	Granule exo inh	ABHD5-PLIN5 inh	PDI inh	MC4R barr agon	ABCB6 inh MLPCN
O=C(Cn1nc(C(=O)O)c2ccccc2c1=O)Nc1ccc2c(c1)OCO2	44	2	5	-3	-13	-5	-2	4	-0.2	95
COc1ccc(CCNC(C)=O)cc1	27	2	-1	1	x	-1	0	13	-0.3	103
Cc1nn(-c2ncc(C(F)(F)F)cc2Cl)c(=O)n1-c1ccccc1Cl	-2	0	8	10	-4	-2	2	6	0.1	98
O=C(CN(Cc1cccs1)C(=O)CNC(=O)c1ccco1)NC1CCCCC1	4	1	18	-2	-6	-2	0	9	-0.3	93
O=S(=O)(Cc1ccc(Cl)cc1)N1CCN(Cc2ccc3c(c2)OCO3)CC1	-11	-1	4	-1	-20	-1	-1	-2	-1.2	99
Cc1c(Cc2ccccc2)c(=O)oc2cc(OCC(=O)NCC3CCC(C(=O)O)CC3)ccc12 (centres undefined)	3	0	10	-2	x	2	2	x	-0.6	98
O=C(NCc1ccc2c(c1)OCO2)c1nnc(Cc2ccc(F)cc2)o1	-4	0	-1	-1	-4	-6	-1	-9	1.3	99
COc1ccc(C(=O)N2CCN(c3ccc(C)c(C)c3)CC2)cc1OC	-14	-1	17	-5	-2	4	-1	x	-1.1	101
COc1ccc(Cn2nnnc2CN(Cc2cc3cccc(C)c3[nH]c2=O)C2CCCC2)cc1	4	-6	16	-3	-9	4	1	0	-1.1	98
CCN(CC)C(=O)c1[nH]cnc1C(=O)Nc1cccc(C)c1	2	0	3	2	-5	0	-2	5	-0.5	97
CCc1ccc(OCCNC(=O)OCc2ccccc2)cc1	6	1	-8	0	-5	2	7	12	10.0*	98
CNC(=O)NC(=O)C(NC1CCCc2ccccc21)c1ccccc1 (centres undefined)	-3	3	10	-3	-4	7	0	-3	-2.2	101
COC(=O)C(NC(=O)C(C)Oc1ccccc1)C(C)C (centres undefined)	1	1	-2	-5	-5	-1	-1	1	0.0	99
CCC1CCCCN1CCCNC(=O)CCC(=O)N1CC(C)Oc2ccccc21 (centres undefined)	2	-1	3	1	-5	0	1	x	0.0	101
O=C(NCc1cc(Cl)cc(Cl)c1)c1csc(COCCO)n1	-2	-1	-6	1	-5	-3	-3	-9	-2.9	92
CCOc1cc(S(=O)(=O)Nc2ccc(CC)cc2)ccc1Cl	-24	-2	2	1	-4	1	-14	7	9.4*	95
COc1ccc(CN2CCn3nc(C(=O)NC(C)C)cc3C2=O)cc1	-6	-1	0	1	2	-3	1	-6	-2.4	101
CCOc1ccc(C(=O)OCC(=O)Nc2ccc(SC(F)F)cc2)cc1OCC	-1	2	2	1	-4	0	-3	-4	19*	96
CCCC(=O)Nc1ccc(N2CCN(C(=O)c3cc4ccccc4o3)CC2)cc1	-3	-1	8	-1	-3	3	7	8	-0.9	96

Bioassay records: PubChem BioAssay, several laboratories
